PI4K2A inh = qHTS for small molecular inhibitors of PI4K2A; purified PI4K2A, ADP-Glo luminescence, 1 h; stronger effect = lower value; activity change, negative = inhibition, % at 76.9 µM; actives 0.13% (n = 420,000); AID 1346378, 2018; in the data active = activity change below about -50%; inconclusive = mostly about -30% to -49%;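 also: -100% = wells without enzyme as full effect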
Target sequence (Q9BTU6 whole entry, looked up): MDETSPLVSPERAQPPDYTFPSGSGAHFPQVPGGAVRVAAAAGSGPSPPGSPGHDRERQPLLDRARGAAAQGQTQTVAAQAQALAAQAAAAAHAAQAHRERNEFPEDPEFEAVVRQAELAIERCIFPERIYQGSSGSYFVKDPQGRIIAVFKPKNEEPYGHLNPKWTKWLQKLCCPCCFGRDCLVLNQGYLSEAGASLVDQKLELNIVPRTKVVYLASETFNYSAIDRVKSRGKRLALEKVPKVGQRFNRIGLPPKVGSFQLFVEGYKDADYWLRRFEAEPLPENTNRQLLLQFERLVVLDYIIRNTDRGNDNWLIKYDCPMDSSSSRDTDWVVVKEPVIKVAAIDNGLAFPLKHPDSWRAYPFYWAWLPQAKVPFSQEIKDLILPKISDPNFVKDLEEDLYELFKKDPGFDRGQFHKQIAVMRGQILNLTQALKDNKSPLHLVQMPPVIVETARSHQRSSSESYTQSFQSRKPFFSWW
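PI4K2A activity was measured by ADP-Glo luminescence: enzyme (4 ug/mL stock) and phosphatidylinositol (1.2 mM stock) in Tris pH 7.5/MgCl2/EGTA/Triton X-100 buffer were reacted with ATP (300 microM stock) for one hour at ambient temperature.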
RXFP1 agonist = qHTS Assay for Agonists of the Relaxin Receptor RXFP1 | Relaxin receptor 1 (Homo sapiens), Q9HBX9 | HEK293T-RXFP1 cAMP TR-FRET, 30 min; response scale: percent of porcine relaxin response, buffer zero | Potency, µM (highest dose often 57.5 µM), without a hit: at the highest dose activation, usual class: activators | actives 0.3% (n = 370,000); also: potency is read from the fitted curve at half-maximal effect; % is scaled to controls: 0 for no effect and ±100 for the full control effect; nearly all actives have a fitted effect of over 60% in size; many of its hits are not listed in these tables
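HEK293 cells stably expressing RXFP1, treated 30 min at 37C with compounds plus PDE4 inhibitor Ro 20174; cAMP measured by HTRF TR-FRET. Normalized to buffer and 29 nM porcine relaxin; EC50 by Hill fit.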
TrxR1 substrate = qHTS Assay for Substrates of Mammalian Selenoprotein Thioredoxin Reductase 1 (TrxR1): qHTS; Thioredoxin reductase 1, cytoplasmic (Rattus norvegicus), O89049; purified TrxR1 substrate turnover, NADPH consumption readout; Potency, µM (doses to about 114 µM), inactives show top-dose activity change, negative = substrate turnover; actives 0.01% (n = 390,000); AID 588456, 2011; also: potency is read from the fitted curve at half-maximal effect; % is scaled to controls: 0 for no effect and ±100 for the full control effect; nearly all actives have a fitted effect of over 50% in size
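Rat TrxR1, dispensed at 90 nM, was prereduced with 400 uM NADPH (final) for 5 min at ~22 deg C, then incubated with compound 15 min before 400 uM selenite. A first-read NADPH fluorescence drop versus no-compound background flagged substrates.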
Vif-A3F inh = qHTS for Inhibitors of Vif-A3F Interactions: qHTS. HeLa A3F-eYFP + Vif (tagged APOBEC3F with the HIV-1 protein that degrades it), YFP fluorescence increase. Potency, µM (titrated, usually from 46.1 µM), inactives show at the top dose activity, negative = active. actives 0.2% (n = 390,000). AID 602313, 2012; also: potency is read from the fitted curve at half-maximal effect; % of control where 0% means no effect; nearly all actives have a fitted effect of over 65% in size
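HeLa cells stably expressing A3F-eYFP plus Vif, plated and incubated overnight at 37 deg C, then exposed to compounds overnight at 37 deg C. Blocked degradation read as raised yellow fluorescence (Ex 488/Em 500-530).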
Vif-APOBEC3G blk = qHTS for Inhibitors of Vif-A3G Interactions: qHTS | DNA dC->dU-editing enzyme APOBEC-3G (Homo sapiens), Q9HC16 | HeLa A3G-eYFP + Vif (tagged APOBEC3G with the HIV-1 protein that degrades it), YFP fluorescence, overnight | Potency, µM (doses to about 46.1 µM), for inactives: at the top dose activity, negative = active, hits mostly inhibitors | actives 0.076% (n = 410,000);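 also: potency is read from the fitted curve at half-maximal effect; % is scaled to controls: 0 for no effect and ±100 for the full control effect; nearly all actives have a fitted effect of over 60% in size; hits raise eYFP signal because A3G escapes Vif-driven loss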
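HeLa cells stably expressing Vif and C-terminally eYFP-tagged A3G, seeded overnight at 37 deg C, then exposed to compound by pintool overnight at 37 deg C. Rise in yellow fluorescence (Ex 488/Em 500-530, Acumen) marks blocked Vif-driven A3G degradation.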
Glioma ERSR ind = qHTS for Inducers of the Endoplasmic Reticulum Stress Response (ERSR) in Human Glioma: qHTS. U87-MG GRP78 promoter luciferase reporter, 16 h. Potency, µM, without a hit: at the highest dose activation, most hits filed as activators. actives 0.02% (n = 420,000); also: potency is read from the fitted curve at half-maximal effect; series mostly up to about 76 µM; % of control where 0% means no effect; nearly all actives have a fitted effect of over 35% in size
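ERSR induction read as luciferase luminescence (Bright-Glo, 10 min at room temperature) in stably transfected human U87-MG glioma cells exposed to compounds for 16 h, using GRP78 as sensor.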
LDHA block = qHTS assay for inhibitors of human lactate dehydrogenase. L-lactate dehydrogenase A chain (Homo sapiens), P00338. purified LDHA, NADH/diaphorase-resazurin fluorescence; stronger effect = lower value. activity change, % (values are at about 110 or 230 µM). actives 0.15% (n = 480,000); in the data active = activity change below about -30%; inconclusive = mostly about -25% to -30%;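 also: plate controls were DMSO wells for no effect and wells without enzyme for full effect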
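LDH5 2 nM; NADH 0.06 mM, pyruvate 0.2 mM; 200 mM Tris pH 7.4, EDTA, Tween-20; 5 min RT. Detection: diaphorase 0.133 mg/mL + resazurin 37 µM, fluorescence ex540/em590 at 0 and 20 min; normalized to enzyme-free and DMSO wells.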
USP1 inh = Inhibitors of USP1/UAF1: Primary Screen; Ubiquitin carboxyl-terminal hydrolase 1 (Homo sapiens), O94782; recombinant USP1/UAF1, Ub-Rhodamine cleavage fluorescence; Potency, µM (top dose mostly 57.1 µM), inactives show at the highest dose activity change, negative = inhibition, actives largely listed as inhibitors; actives 0.23% (n = 390,000); also: potency is read from the fitted curve at half-maximal effect; % is scaled to controls: 0 for no effect and ±100 for the full control effect; nearly all actives have a fitted effect of over 60% in size; inactives centre near -12
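USP1/UAF1 complex at 1 nM was preincubated with compound for 15 min at room temperature, then Ub-Rho substrate (150nM final) was added. Fluorescence (480/540 nm) was read kinetically, 6 reads every 60 seconds.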
mIDH1 inhibitor = qHTS for Inhibitors of mutant isocitrate dehydrogenase 1 (IDH1): qHTS. Isocitrate dehydrogenase [NADP] cytoplasmic (Homo sapiens), O75874. IDH1-R132H enzyme, NADPH consumption, diaphorase/resazurin fluorescence. Potency, µM (titrated, usually from 76.6 µM), without a hit: at the top dose activity change, negative = inhibition, most hits filed as inhibitors. actives 0.093% (n = 390,000); also: potency is read from the fitted curve at half-maximal effect; % is scaled to controls: 0 for no effect and ±100 for the full control effect; nearly all actives have a fitted effect of over 65% in size
Target sequence (O75874 whole entry R132H, stated change not applied): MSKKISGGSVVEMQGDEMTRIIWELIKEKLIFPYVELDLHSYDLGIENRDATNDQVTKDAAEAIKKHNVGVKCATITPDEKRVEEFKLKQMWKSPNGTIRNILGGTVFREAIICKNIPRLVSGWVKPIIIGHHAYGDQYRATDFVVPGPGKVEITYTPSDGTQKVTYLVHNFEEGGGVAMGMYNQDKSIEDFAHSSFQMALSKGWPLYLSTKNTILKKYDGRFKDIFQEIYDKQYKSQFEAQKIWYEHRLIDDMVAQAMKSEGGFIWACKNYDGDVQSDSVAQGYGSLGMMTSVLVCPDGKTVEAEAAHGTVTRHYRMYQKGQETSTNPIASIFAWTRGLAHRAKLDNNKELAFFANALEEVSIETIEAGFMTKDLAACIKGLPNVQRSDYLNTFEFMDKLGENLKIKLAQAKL
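IDH1-R132H (0.5 ug/mL) preincubated 30 min with compound, then NADPH (0.016 mM) and alpha-KG (2 mM) added; 80 min at RT, pH 7.5. Remaining NADPH coupled via diaphorase/resazurin to fluorescence (540/590 nm); concentration-response curves normalized to no-enzyme control.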
* marks the source's active call; other numbers are inactive results; ? = inconclusive; nt = not tested or not shown; & = joins results of further samples; [ ] = remark or other dose. Unless noted, calls follow the shape of the dose curve; as a rule, active = well fitted curve in the direction sought with a large enough effect; inconclusive = small, poorly fitted or top-dose-only effect, or another doubt; inactive = no such curve, though single readings can be large; an effect the other way counts as inactive or inconclusive.

Results follow in this order: PI4K2A inh	RXFP1 agonist	TrxR1 substrate	Vif-A3F inh	Vif-APOBEC3G blk	Glioma ERSR ind	LDHA block	USP1 inh	mIDH1 inhibitor
1) O=[N+]([O-])c1ccc(SNc2ccccc2)c([N+](=O)[O-])c1
  8	nt	6%[11.4 µM]	14%	-12%	-4%	-1	-6%	-1%
2) Cc1cc(F)ccc1NC(=O)c1ccc2nc(Cc3ccccc3)oc2c1
  1	4.4%	3%[57.1 µM]	3%	1%	-3%	3	-29%	-1%
3) COc1ccccc1/C=C/C=N/n1c(-c2ccc(F)cc2)n[nH]c1=S
  6	-1.6%	-5%	1%	-18%	-3%	-5	-20%	9%
4) Cn1c(=O)c2nc3ccc(NC(=O)C(F)(F)F)cc3nc2n(C)c1=O
  3	7.1%	11%	-5%	0%	0%	5	15%	21%
5) CCn1c(SCC(=O)Nc2ccccc2)nnc1-c1cccs1
  0	0.1%	-2%	-3%	0%	-2%	-8	0%	1%
6) C[C@@H]1CN([C@@H](C)CO)C(=O)c2cc(-c3ccncc3)cnc2O[C@H]1CN(C)C(=O)c1cccc(F)c1
  -7	nt	nt	12%	0%	-6%	-1	-25%	12%
7) CCCn1c(=O)c2sccc2n2c(CCCC(=O)N3CCN(c4ccc(OC)cc4)CC3)nnc12
  -1	10.0%	-4%	9%	5%	-3%	-5	-4%	-13%
8) O=P1(O)C=C(c2ccccc2)OC(c2ccccc2)=C1
  -9	-0.4%	-1%	-5%	1%	2%	-5	-7%	-4%
9) CC(=O)Nc1ccc(-c2csc(NCc3ccco3)n2)cc1
  -6	1.7%	11%[57.1 µM]	-6%	0%	4%	-1&-5	-2%	2%
10) COc1ccccc1OCCC(=O)OCC(=O)c1[nH]c(C)c(C(C)=O)c1C
  11	-1.3%	5%[57.1 µM]	0%	-8%	0%	-3	-6%	-1%
11) COc1ccc(-n2ncc(C(=O)NCCN3CCOCC3)c2C2CCN(C(=O)OC(C)(C)C)CC2)cc1
  3	-0.4%	0%	-5%	-26%	-3%	-8	-33%	9%
12) O=C(NCCCCCCCN1CCCCCCC1)C(C1CCCCC1)C1CCCCC1
  1	nt	5%[11.4 µM]	11%	1%	-3%	2	-4%	6%
13) CN(C)c1ccc(C(C(=O)NC2CCCC2)N(C(=O)c2csnn2)C2CC2)cc1 (configuration not stated)
  1	2.5%	10%[0.0914 µM]	1%	-7%	-1%	-4	-7%	-11%
14) CC1(C(=O)NS(=O)(=O)c2ccc(C#N)cc2)CCN1C(=O)CC1CCCC1 (configuration not stated)
  1	nt	nt	nt	0%	-1%	-5	nt	nt
15) COC(=O)c1ccc(C23CC4(C2)[C@H](CN(Cc2cccnc2)[C@@H]4c2ccccc2)C3c2ccc(Cl)nc2)cc1 (some centres not stated)
  0	1.0%	6%	1%	-8%	-2%	0	-19%	-11%
16) CC(=O)Nc1ccc(S(=O)(=O)N2CCNC(=O)C2)cc1
  1	nt	6%[57.1 µM]	9%	2%	-4%	-3	-2%	0%
17) CN(C)/C=C/C(=O)c1ccc(F)cc1
  4	0.0%	-5%	-10%	1%	-3%	-10	-5%	0%
18) CN=C(c1ccco1)n1c(=S)nc(-c2ccco2)n(C)c1=S
  -8	2.4%	1%	2%	-4%	-1%	3	-18%	5%
19) CC(C)CC(OC(=O)c1ccco1)C(=O)NC1CCCC1 (configuration not stated)
  0	-0.4%	-10%	-7%	9%	-3%	-2	-14%	8%
20) COc1ccc(S(=O)(=O)NC2CCCC2)cc1Br
  -9	0.0%	-6%	11%	3%	-3%	-5	-5%	7%
21) CCCCC(CC)CNC(=O)c1ccc2c(=O)n(CCOC)c(=O)[nH]c2c1 (configuration not stated)
  2	0.5%	8%	7%	-8%	-1%	-6	-15%	-13%
22) COc1ccc(C2c3c(ncn(CCCO)c3=N)Oc3ccc4ccccc4c32)cc1 (configuration not stated)
  -3	4.4%	-5%	-3%	-10%	1%	-8	-21%	-10%
23) CCOC(=O)N1C2=NC(C(=O)OC)=C(C(=O)OC)[C@@H]3N(Cc4ccccc4)c4ccccc4[C@]23C[C@H]1C(=O)OC
  -1	nt	3%	1%	1%	-5%	1	-27%	-8%
24) Cc1nnc(NC(=O)c2cccc(S(=O)(=O)N(C)c3cccc(Cl)c3)c2)s1
  -16	-0.3%	3%	5%	-1%	-6%	-2	-18%	0%
25) O=C(CSc1nc2ccccc2c(=O)[nH]1)Nc1ccc(C(=O)O)cc1
  5	2.0%	3%[57.1 µM]	-14%	1%	0%	-12	-24%	5%
26) CC(C)OP(=O)(OC(C)C)C(Nc1ccccc1)c1ccc2c(c1)OCO2 (configuration not stated)
  3	2.4%	6%[57.1 µM]	-4%	6%	-3%	8	-1%	8%
27) O=C(COc1ccccc1)Nc1ccc2nc(SCCOc3ccccc3)sc2c1
  5	14%	-2%	-9%	6%	3%	1	-26%	2%
28) Cc1cc2nc(-c3ccc4c(c3)CCC4)ccn2n1
  2	5.7%	3%	-4%	13%	7%	-1	-15%	2%
29) O=C(NCCC1=CCCCC1)C(=O)NCCc1ccc(Cl)cc1
  0	-0.9%	-3%[57.1 µM]	6%	0%	-3%	-7	-7%	1%
30) C=CCn1c(SCC(=O)N2N=C(c3ccco3)CC2c2ccco2)nnc1-c1ccncc1 (configuration not stated)
  3	5.8%	-20%	-7%	0%	-5%	-9	-10%	1%
31) COc1ccc(NC(=O)C2CC(c3ccc(Cl)cc3)=NO2)cc1OC (configuration not stated)
  0	1.3%	-3%	7%	0%	1%	-5	-21%	-16%
32) O=C(Nc1ccc2c(c1)CCC2)c1ccc(F)c(S(=O)(=O)N2CCOCC2)c1
  5	-0.1%	-1%	0%	1%	2%	-1	-8%	4%
33) CCCCn1c(=O)[nH]c(=O)c2c1nc(-c1cccc(OC)c1)n2C
  -10	-0.2%	136%[activator]	?	-2%	-3%	-4	-14%	10%
34) COc1ccccc1C(=O)OC(C)CN1CCN(C)CC1 (configuration not stated)
  -1	0.7%	-3%	-27%	-1%	1%	-1	-20%	11%
35) Cc1ccc(C2(CC(=O)Nc3nccs3)CCOC(C(C)C)C2)cc1 (configuration not stated)
  5	2.3%	-6%	-4%	0%	-3%	-2	-8%	5%
36) CC1(C)Oc2ccc3ccc(=O)oc3c2/C(=C/Nc2ccccn2)C1=O
  5	3.0%	-1%[57.1 µM]	3%	-1%	-1%	-6	-20%	29µM*
37) CC(=O)n1cc(N(C(=O)CCl)c2ccc([N+](=O)[O-])cc2)c2ccccc21
  26	0.0%	-1%	13%	-29%	?	-1	-16%	-1%
38) CCNC(=S)N/N=C(\C)c1cccc(OC)c1
  1	2.7%	0%	4%	2%	-5%	-2	-18%	0%
39) S=C(N/N=C/c1ccc(Br)cc1)N1CCCCC1
  -1	0.1%	1%	0%	2%	4%	-5	-20%	-1%
40) N#CC1c2ccccc2C=CN1C(=O)c1ccccc1 (configuration not stated)
  3	-2.8%	-4%	-15%	7%	-4%	-4	-14%	-7%
41) CCCCCNC(=O)c1cccc(S(=O)(=O)N2CC3(C)CC2CC(C)(C)C3)c1 (configuration not stated)
  2	1.6%	1%	7%	-1%	0%	-4	-29%	4%
42) CCOC(=O)N/N=C1\CC(C)S(=O)(=O)c2ccc(Cl)cc21 (configuration not stated)
  -3	4.6%	5%[57.1 µM]	?	0%	-4%	-3	-8%	-1%
43) COc1ccccc1N(CC(O)Cn1c(C)nc2ccccc21)S(=O)(=O)c1ccccc1 (configuration not stated)
  2	0.5%	-10%	1%	1%	-6%	-4	-8%	-3%
44) COC(=O)Nc1ccc(S(=O)(=O)N(C)C)cc1
  -4	2.1%	2%	0%	2%	-7%	-5	-10%	13%
45) Cc1ccc(Cn2c(C3CCCN3c3nc(C)cs3)nc3cc(C(=O)NCCCO)ccc32)cc1 (configuration not stated)
  -1	nt	1%	3%	-6%	-2%	0	-27%	-10%
46) COc1ccc(OC(=O)c2nc(SCc3ccc(F)cc3)ncc2Cl)cc1
  1	-4.1%	-6%	5%	4%	-2%	-1	7%	-5%
47) O=C1CN(C(=O)NCC(=O)N[C@@H](C(=O)O)c2ccccc2)c2ccccc2N1
  -7	-1.5%	3%	-2%	-2%	-1%	0	-30%	-2%
48) CCC(C)n1c(=O)c(C(=O)Nc2ccccc2S(N)(=O)=O)c(O)c2ccccc21 (configuration not stated)
  -4	0.1%	22%	-7%	-6%	2%	-3	-16%	-14%

High-throughput results from PubChem.

A portion of the library; the hit share may differ from the screen's.
